Screening results: PubChem, several laboratories
CHRM5 PAM: potentiates acetylcholine response at human M5 receptor | 360,000 compounds, 0.3% hits | P08912 | CHO-K1 hM5, Fluo-8 calcium, ACh EC20 PAM; 0% = ACh EC20, 100% = ACh EC100 | activation, % at 3 µM;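 active means activation above the run cutoff, the mean activation of all test compounds plus 3 SD, cut at about 18% in these data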
Target sequence (P08912 whole entry, looked up): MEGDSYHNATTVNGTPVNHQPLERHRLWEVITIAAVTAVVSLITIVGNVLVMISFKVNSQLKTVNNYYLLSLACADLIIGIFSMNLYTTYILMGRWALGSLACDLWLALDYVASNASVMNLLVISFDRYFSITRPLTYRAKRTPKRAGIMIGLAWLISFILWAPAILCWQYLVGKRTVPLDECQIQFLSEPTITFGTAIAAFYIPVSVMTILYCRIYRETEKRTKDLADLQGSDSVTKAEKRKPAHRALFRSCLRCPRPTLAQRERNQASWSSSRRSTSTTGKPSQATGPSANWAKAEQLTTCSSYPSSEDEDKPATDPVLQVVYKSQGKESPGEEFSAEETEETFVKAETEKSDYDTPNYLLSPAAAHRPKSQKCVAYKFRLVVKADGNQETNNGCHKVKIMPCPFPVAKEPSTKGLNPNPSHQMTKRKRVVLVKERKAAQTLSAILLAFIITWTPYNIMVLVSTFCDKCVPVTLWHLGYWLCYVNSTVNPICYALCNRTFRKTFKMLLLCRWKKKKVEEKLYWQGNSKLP
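Measured by: Fluo-8 calcium fluorescence; material: human M5 receptor in CHO-K1 cells; schedule: Post-acetylcholine fluorescence recording 140 s; benchmarks: low control EC20 acetylcholine (0%), high control EC100 acetylcholine (100%); read-out: Max/basal fluorescence ratio as % of EC20–EC100 ACh window; compound: single dose, 3 µM nominal final test concentration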
M4 PAM: positive allosteric modulators of human muscarinic M4 receptor | P08173 | CHO-K1 hM4/Gqi5, Fluo-8 calcium fluorescence, ACh EC20; 0% = ACh EC20, 100% = maximal ACh | activation, % at 3 µM | 360,000 compounds, 0.4% hits;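 active means activation above its plate's cutoff, the mean activation of sample wells plus 3 SD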; further: some results filed as inactive read as strong as hits
Target sequence (P08173 whole entry, looked up): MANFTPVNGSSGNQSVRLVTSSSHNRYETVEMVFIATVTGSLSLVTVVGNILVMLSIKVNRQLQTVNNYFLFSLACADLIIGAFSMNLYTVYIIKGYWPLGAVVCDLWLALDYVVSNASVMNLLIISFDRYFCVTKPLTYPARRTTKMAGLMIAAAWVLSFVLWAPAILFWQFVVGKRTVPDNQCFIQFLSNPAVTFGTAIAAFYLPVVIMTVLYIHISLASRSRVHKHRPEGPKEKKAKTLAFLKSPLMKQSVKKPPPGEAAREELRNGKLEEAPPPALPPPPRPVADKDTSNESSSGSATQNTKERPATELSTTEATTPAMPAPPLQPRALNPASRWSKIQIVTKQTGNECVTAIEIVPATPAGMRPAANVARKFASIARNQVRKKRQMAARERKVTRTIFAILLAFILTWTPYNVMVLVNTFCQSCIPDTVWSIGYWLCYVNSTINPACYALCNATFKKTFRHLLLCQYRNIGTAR
IDE inh: cellular human IDE inhibition | P14735 | HEK cells, FAbetaB cleavage, fluorescence polarization | inhibition, % at 5.59 µM | 320,000 compounds, 0.41% hits;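 active means percent inhibition above the average of all tested compounds plus 3 SD, set per screening campaign, cut at about 16% in these data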;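 further: IDE supplied by intact live HEK cells; FP after avidin binding of uncleaved biotin substrate so inhibition keeps polarization high; 0% = DMSO wells and 100% = 60 µM reference IDE inhibitor Ii1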
CRFBP-R2 agonist: agonists of human CRF-binding protein/CRF-R2 receptor complex | HEK293 CRF-R2/CRF-BP, calcium dye fluorescence (FLIPR); percent of saturating CRF peptide response | activation, % at 13.2 µM | 350,000 compounds, 0.46% hits;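 active means activation of at least 50%, plus an integration ratio under a set limit after plate pattern correction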;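 further: plate controls were neutral control wells without compound for no effect and CRF at EC100 for full effect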
CRFBP-R2 block: antagonists of CRF-binding protein/CRF-R2 receptor complex; inhibition, % at 11.8 µM; HEK293 CRF-R2/CRF-BP, CRF-induced calcium fluorescence; 350,000 compounds, 0.59% hits; AID 588475;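 active means inhibition of the ligand-induced calcium signal above about 50% at the single tested concentration, limit read from the data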
CHRM4 antagonist: antagonists of human muscarinic M4 receptor (CHRM4); AID 624125; inhibition, % at 3 µM; CHO-hM4 cells, ACh EC80, Fluo-8 calcium fluorescence; P08173; 360,000 compounds, 0.73% hits;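 active means inhibition above its plate's cutoff, the mean inhibition of sample wells plus 3 SD, cut at about 27% in these data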;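 further: 0% = acetylcholine EC80 with DMSO and 100% = DMSO without agonist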
CHRM5 agonist: agonists of human muscarinic M5 receptor (CHRM5) | activation, % at 3 µM | AID 624037 | P08912 | 360,000 compounds, 0.19% hits | CHO-K1 hM5 cells, Fluo-8 calcium fluorescence; 0% DMSO wells, 100% maximal acetylcholine response;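 active means activation above the run's mean over test compounds plus 3 SD, cut at about 23% in these data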;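 further: signal is peak over basal fluorescence ratio across the kinetic read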
M5 antag: blocks acetylcholine activation of human M5 receptor; CHO-hM5 cells, Fluo-8 calcium fluorescence, ACh EC80; 360,000 compounds, 0.59% hits; inhibition, % at 3 µM;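 active means inhibition above a per-plate cutoff, the mean of that plate's test compounds plus 3 SD, cut at about 27% in these data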;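 further: 0% = acetylcholine EC80 with DMSO and 100% = DMSO without agonist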
CHRM4 agonist: agonists of human muscarinic M4 receptor (CHRM4) | CHO-K1 hM4/Gqi5, Fluo-8 calcium fluorescence; vehicle 0%, full acetylcholine response 100% | 360,000 compounds, 0.14% hits | activation, % at 3 µM;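 active means activation above the run mean over all test wells plus 3 SD, cut at about 32% in these data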;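 further: peak over basal fluorescence ratio per well then scaled between controls; 0% = DMSO wells and 100% = acetylcholine at EC100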
* hit, by the source's call; x = no result given. Outcome played no part in choosing rows; 2.9% or so of the library scored in one or more.

SMILES	CHRM5 PAM	M4 PAM	IDE inh	CRFBP-R2 agonist	CRFBP-R2 block	CHRM4 antagonist	CHRM5 agonist	M5 antag	CHRM4 agonist
O=C(Cc1c(F)cccc1Cl)OCN1C(=O)c2ccccc2C1=O	-0.1	-6.7	-6.1	0.1	-0.5	9.2	-3.4	4.0	-0.2
NC(=O)NC(=O)CSc1nc2cc([N+](=O)[O-])ccc2n1-c1cccc(C(F)(F)F)c1	-1.7	0.9	-2.1	1.4	-8.2	-1.4	0.9	10.3	2.0
CC(C)(Oc1ccc(Cl)cc1)C(=O)NNC(=O)c1ccc(Br)o1	6.7	2.0	x	-0.2	12.9	-3.2	-3.2	-9.6	0.5
CN1CCN(c2ncc(CN3C(=O)c4ccccc4C3=O)s2)CC1	15.2	7.2	-1.3	6.5	-3.4	-16.6	-11.2	7.5	1.2
CC(Oc1ccccc1F)C(=O)/C=C/N(C)C (configuration not stated)	1.9	-0.5	4.2	7.7	-6.8	6.7	3.8	2.4	0.5
O=C(NC12CC3CC(CC(C3)C1)C2)c1cc(F)c(F)c(F)c1F	0.0	3.3	-0.9	-3.5	-30.0	-19.8	-5.6	-3.4	-2.0
Cn1c(=O)c(Oc2ccc(Cl)cc2)c(O)c2ccccc21	3.5	11.7	3.0	0.6	14.9	5.7	2.5	4.1	-1.6
CN(C)S(=O)(=O)c1ccc(NC(=O)CCNC(=O)c2ccco2)cc1	-2.1	-4.0	0.5	-3.3	13.8	-10.3	-2.4	9.1	0.1
NNc1nc2c(F)cc(F)cc2s1	-7.2	-11.8	5.5	-0.5	7.9	-12.8	-1.2	4.6	1.6
COc1ccc(CNC(=O)C[C@H]2C(=O)N(c3ccccc3)C[C@@H]2Cc2ccccc2)cc1	-1.0	-0.1	4.4	0.1	-2.2	-13.2	-2.9	7.3	4.2
CC(C)n1nnnc1C1c2ccccc2C(=O)N1Cc1ccccc1 (configuration not stated)	1.5	8.0	x	x	x	1.3	-2.7	7.0	-0.5
COc1ccc(Nc2nc3ccccc3c(=O)s2)c(OC)c1	-4.3	-1.9	1.0	-0.2	1.2	-2.2	1.0	2.6	1.9
Cc1cc(OCC(=O)NCCCN2CCCC2=O)c2c(C)cc(=O)oc2c1	6.9	4.1	0.9	1.1	-11.8	-5.1	-3.2	-12.2	0.7
O=C(N/N=C\c1ccc(CNS(=O)(=O)c2ccccc2)o1)C(=O)Nc1ccc(F)cc1	-8.2	-0.8	-0.1	1.9	12.1	-4.4	-0.8	7.2	4.5
Cc1sc(NC(=O)CCC(=O)O)c(C#N)c1C	-2.9	-3.6	1.4	-0.7	-2.8	3.1	-3.5	3.1	1.9
COc1ccc2[nH]cc(C=O)c2c1	6.3	2.0	-1.6	-0.8	-0.1	0.1	-1.2	-2.4	0.5
COc1cc(/C=N/n2nnnc2N)ccc1O	-16.6	2.2	2.4	0.1	4.8	-1.8	1.3	11.6	0.2
Cc1cc(-c2ccncc2)n2ncc(-c3ccccc3)c2n1	-0.4	6.8	x	x	x	3.9	-1.6	0.1	0.9
CCCC(C)n1[nH]c(=O)cc1N (configuration not stated)	-2.5	-1.5	7.1	-3.4	-2.0	-0.8	0.1	-2.0	0.2
Cc1noc(C)c1C(=O)N1CCC1(C)C(=O)NS(=O)(=O)c1cccs1 (configuration not stated)	2.9	3.2	x	x	x	-9.4	1.2	-9.2	0.5
CCOC(=O)N1CCC(N2Cc3cccc(C(=O)Nc4ccc(OC)c(OC)c4)c3C2=O)CC1	-4.9	-9.8	-0.1	0.1	34.8	-7.8	2.1	1.5	9.4
CCOC(=O)c1c(-c2ccccc2)csc1NC(=O)c1cc2ccccc2oc1=O	0.5	2.9	3.5	-1.0	-7.9	1.5	-1.0	-3.5	0.4
CSc1ccccc1C(=O)NC1CCSc2ccccc21 (configuration not stated)	-4.0	-4.6	-6.7	-0.6	32.3	-2.4	-6.0	6.2	2.8
CCc1cc2c(NCC3CCCO3)nc(C)nc2s1 (configuration not stated)	-1.5	16.4	5.4	-1.3	9.7	2.5	1.4	-0.8	2.3
COc1cc(CN2C[C@@H](CO)O[C@@H](n3cnc4c(NCC(C)C)ncnc43)C2)cc(OC)c1OC	1.9	16.8*	x	x	x	-11.3	1.6	17.0	2.3
O=c1c2ccccc2nc2c3ccccc3c(NCc3ccccn3)nn12	-7.9	-8.5	2.4	-0.9	17.6	6.8	0.4	10.4	6.6
COc1ccc(NC2c3ccccc3C(=O)N2c2cccnc2)cc1Cl (configuration not stated)	-2.8	0.6	-0.8	-7.7	5.1	-8.8	4.3	4.5	3.3
Nc1ccccc1SCc1ccccc1	3.6	6.8	4.1	0.7	9.9	-4.7	-8.3	1.3	-0.9
CCN(CC)C(=O)C1=C(C)Nc2ncnn2C1c1cccnc1 (configuration not stated)	7.1	2.4	3.4	-0.5	-9.9	-4.9	-1.4	-6.6	0.4
COc1ccc(N2C(=O)S[C@@H]3CS(=O)(=O)C[C@@H]32)cc1	-2.5	-1.6	4.8	-2.1	12.1	3.6	-1.6	4.3	0.3
CCOc1cc(C(=O)Nc2ccc([N+](=O)[O-])cn2)cc(OCC)c1OCC	-5.8	1.6	0.8	-1.7	-13.0	0.9	0.8	17.5	-0.7
CN(Cc1nc(-c2ccccc2)no1)C(=O)c1ccc2c(c1)OCO2	-4.1	1.1	-3.2	-2.1	2.5	-13.1	0.7	-6.7	3.4
O=C(CSc1n[nH]c(=O)[nH]c1=O)N1CCCCCC1	4.0	-8.2	-0.3	1.0	12.9	9.1	1.7	0.8	-0.3
COc1ccc(C(=O)OCC(=O)c2c[nH]c3ccccc23)cc1OC	-13.3	-2.9	-4.8	1.8	-3.0	0.9	2.1	19.2	6.1
Cc1cccc(CN2[C@H](COCc3ccccc3)C=CS2(=O)=O)c1	1.6	-0.3	x	x	x	-3.7	0.0	2.4	0.7
CC(=O)c1cccc(NC(=O)Cn2cnc(S(=O)(=O)N3CCCCC3)c2)c1	-6.7	-5.8	-0.4	-2.0	9.9	-1.9	-5.3	14.6	2.6
CN(Cc1ccccc1F)Cc1cc(=O)oc2cc(O)c(Cl)cc12	-2.1	-9.4	-4.8	0.8	-3.5	9.8	0.2	1.2	0.4
CC(C)(C)c1nnc(NC(=O)c2cccs2)s1	-0.3	4.5	1.4	2.4	-6.1	-11.5	-0.7	-3.3	3.7
O=C(c1ccc(F)cc1)C1CCN(C(=S)Nc2ccccc2Cl)CC1	4.5	-1.0	-0.1	-1.9	-15.3	1.7	0.3	1.7	0.1
C=CCN(c1ccc(C(=O)OC)cc1)S(=O)(=O)c1ccccc1	1.0	10.1	-2.3	-0.3	5.6	-10.3	2.0	1.2	0.5
O=C(NC1CCCCC1)c1ccc2c(c1)OCO2	1.9	8.0	3.1	-1.5	10.6	-7.5	-2.8	3.8	2.0
COc1ccc(NS(=O)(=O)c2cc(NC(=O)c3cccnc3Cl)ccc2N2CCCC2)cc1	-2.6	-28.2	2.6	0.1	3.6	7.7	-3.2	5.4	4.7
CCCN(CCC)S(=O)(=O)c1nc2nc(C)cc(C)n2n1	0.2	-0.2	6.5	10.6	0.9	11.7	2.3	-3.0	0.7
CCCCCc1cc(=O)oc2c(C(CCN(CC)CC)c3ccc(OC)cc3)c(OC)cc(OC)c12 (configuration not stated)	-0.9	-1.6	-7.4	-0.1	-20.8	6.9	2.2	8.4	4.1
Cc1cc(C)cc(-n2cc(C(=O)O)c(=O)cc2C)c1	-2.3	11.7	0.1	-1.4	-5.7	0.1	-0.1	5.0	0.8
CCc1nc(SCc2cc(Cl)ccc2OC)n[nH]1	2.8	10.9	6.2	-5.1	-19.7	-1.1	-0.3	-0.9	0.5
CCOC(=O)c1c(NC(=O)C2CCCO2)sc2c1CCC2 (configuration not stated)	1.3	4.7	1.2	0.0	-10.0	-1.9	-9.2	-2.8	-1.7
COc1ccc(C(NC(=O)C2CCN(CCOc3ccc(Cl)cc3Cl)CC2)c2cccs2)cc1 (configuration not stated)	-1.1	4.6	x	x	x	-3.3	0.7	4.3	1.2
Cc1noc(C)c1COC(=O)c1ccc(N(C)C)cc1	1.3	-0.5	-2.3	0.8	-2.0	-1.7	-2.9	7.3	0.8
CN(Cc1ccc(Cl)cc1)C(C(=O)NC1CCCCC1)c1ccnc2ccccc12 (configuration not stated)	-11.9	-4.2	x	x	x	-2.1	-0.4	0.7	-1.2
Cc1ccc(C)c(/C(O)=C2\C(=O)C(=O)N(CCCn3ccnc3)C2c2cccnc2)c1 (configuration not stated)	20.2*	6.2	6.6	3.6	14.7	-13.1	-1.3	8.3	0.2
Cc1ccc(NC(=O)c2cccc(N3C(=O)C4C5C=CC(C5)C4C3=O)c2)cc1C (configuration not stated)	-9.4	-7.2	x	0.1	-11.8	10.4	3.1	7.9	19.3
COc1cccc(Oc2ccc(C(F)(F)F)cc2NC(=O)C2=COCCO2)c1	-4.2	1.1	3.0	0.7	-2.5	6.2	-4.4	18.7	-1.0
CCN(C(=O)C(=O)c1c[nH]c2ccccc12)c1ccccc1	2.7	-5.4	-1.7	-0.8	-1.7	-0.9	0.4	2.0	1.4
CC[C@H]1CCCCc2ccccc2[C@@H](C(=O)C[C@@H](O)CC(C)=O)OC1=O	-5.6	5.6	3.1	-0.9	1.7	-12.7	-0.7	18.8	3.0
COC(=O)c1c[nH]c(=S)n1Cc1ccccc1	-5.5	0.7	x	-4.8	-6.6	-9.9	1.0	-4.6	0.4
O=C(CN1C(=O)/C(=C2/SC(=S)N(CCS(=O)(=O)O)C2=O)c2ccccc21)Nc1cccc(Br)c1	-4.7	0.4	-2.2	-0.7	3.8	4.4	-0.3	8.3	0.3
COc1ccccc1N1CCN(C(=O)CCNS(=O)(=O)c2ccc3c(c2)CCC(=O)N3)CC1	-4.9	2.7	-7.5	-0.9	15.5	-4.8	0.4	0.8	-0.3
O=C(COc1ccc(S(=O)(=O)N2CCCCC2)cc1)N1CCCCCC1	0.9	15.2	3.0	-1.2	7.9	-0.3	1.5	-20.9	2.8
COc1ccc(NC(=O)C(c2ccc(C#N)cc2)n2c(=O)c(-c3cc4ccccc4[nH]3)nc3ccccc32)cc1 (configuration not stated)	-5.0	3.5	x	x	x	1.2	1.4	7.1	2.4

Entries of single compounds, looked up by structure. Values in the order: CHRM5 PAM | M4 PAM | IDE inh | CRFBP-R2 agonist | CRFBP-R2 block | CHRM4 antagonist | CHRM5 agonist | M5 antag | CHRM4 agonist
O=C(COc1ccc(S(=O)(=O)N2CCCCC2)cc1)N1CCCCCC1 across the screens: 0.9 | 15.2 | 3.0 | -1.2 | 7.9 | -0.3 | 1.5 | -20.9 | 2.8
CCOC(=O)c1c(-c2ccccc2)csc1NC(=O)c1cc2ccccc2oc1=O across the screens: 0.5 | 2.9 | 3.5 | -1.0 | -7.9 | 1.5 | -1.0 | -3.5 | 0.4
CCN(C(=O)C(=O)c1c[nH]c2ccccc12)c1ccccc1 across the screens: 2.7 | -5.4 | -1.7 | -0.8 | -1.7 | -0.9 | 0.4 | 2.0 | 1.4
